H9c2 TAG inh = inhibitors of triacylglycerol accumulation; H9c2 cells, Nile Red lipid (TAG) fluorescence; cells loaded with 200 µM oleic acid; inhibition, % at 12.5 µM; actives 0.66% (n = 230,000); AID 651582;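 active = pattern-corrected inhibition of lipid staining of at least 50% with the nuclear-stain viability signal not falling by more than 50%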;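 note: 0% = DMSO wells and 100% = triacsin C control wells; some results filed as inactive read as strong as hits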
H9c2 TAG inh DAPI viability = recorded beside H9c2 TAG inh, whose call it bears; DAPI nuclei signal change (viability), lower = more cytotoxic, %;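 whole-well DAPI fluorescence read on a plate reader as a viability signal; minus 50 percent equals half of cells still viable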
Numbers without * were called inactive; i = inactive.

Values run as follows: H9c2 TAG inh DAPI viability, H9c2 TAG inh
#1 CCOc1cc(C)c(C(C)C)cc1S(=O)(=O)N1CCN(C)CC1
 : 4.2, 12.7
#2 Cc1cc2cc3c(cc2nc1SCC(=O)OC(C)C)OCO3
 : -2.7, -2.4
#3 COc1ccccc1C(=O)Nc1ccc2c(c1)CN(C(=O)CSC)CC2
 : -7.3, 14.8
#4 CCc1nnc(NC(=O)CSc2nc3c(c(=O)n2C)SC(C)C3)s1 (stereo not given)
 : -5.2, -17.5
#5 COc1ccc(CC2S/C(=N/N=C/c3ccc(O)cc3)NC2=O)cc1 (stereo not given)
 : 5.5, -5.0
#6 O=C(CCC1CCN(Cc2ccccc2O)CC1)NC1CC1
 : -2.1, -4.6
#7 CC(C)CCN(C(=O)C1CSC2(C)CCC(=O)N12)c1c(N)n(Cc2ccccc2)c(=O)[nH]c1=O (stereo not given)
 : -6.4, -3.1
#8 O=C(Nc1ccc(N2CCOCC2)c(S(=O)(=O)Nc2ccc(Cl)cc2)c1)c1ccc(=O)[nH]n1
 : -8.8, 9.6
#9 O=C(Nc1ccc(S(=O)(=O)NC2=NCCCCC2)cc1)c1ccc([N+](=O)[O-])s1
 : -61.2, 92.6
#10 CC(=O)Nc1ccc(S(=O)(=O)N(Cc2ccccc2)C(C)C)cc1
 : 4.9, -53.3
#11 COc1cccc(CNC2CCCc3ccccc32)c1OC (stereo not given)
 : 6.5, 6.2
#12 COc1cc2c(cc1OC)CN(CC(=O)Nc1cccc(C)c1)CC2
 : -10.5, 11.9
#13 CCCCn1c(C)cc(C)c(S(=O)(=O)c2ccccc2C)c1=O
 : 5.2, 6.9
#14 COc1ccc(NC2c3ccccc3C(=O)N2c2ccccn2)cc1 (stereo not given)
 : -1.7, -0.6
#15 O=C(O)c1ccc(N2C(=O)c3cccc4cccc(c34)C2=O)cc1
 : 8.4, -9.9
#16 O=C(COc1ccccc1Cl)NC(=O)NC1CCCCC1
 : -1.0, -3.3
#17 Cc1ccccc1-c1cc2nc(NCc3cccnc3)n(C)c(=O)c2s1
 : -11.2, 22.8
#18 O=C(NCCCNCCCNC(=O)c1ccccn1)c1ccccn1
 : -14.3, 20.1
#19 Cc1ccc(C)c(C(=O)COC(=O)Cn2c(C)csc2=O)c1
 : 0.4, 12.1
#20 CCN(CC)S(=O)(=O)c1ccc(C)c(NC(=O)CSc2nnnn2C)c1
 : -2.7, -14.6
#21 Cc1ccccc1CCN1CCCC(CN(C)CC(C)(C)C)C1 (stereo not given)
 : -1.0, 12.8
#22 COC(=O)CSc1nnc(-c2ccccn2)n1N
 : 3.0, 6.4
#23 Cn1c(NCc2ccncc2)nc2cc(-c3ccsc3)sc2c1=O
 : -5.0, 16.3
#24 COc1cc2c(cc1OC)C(c1ccccc1OC(C)C)CC(=O)N2 (stereo not given)
 : 5.1, -6.5
#25 Cc1cccc(CSc2nc3c(c(=O)[nH]2)CCC3)c1
 : -5.7, -11.6
#26 Cn1c(=O)c2cc(NC(=O)NCc3ccccc3)ccc2n1Cc1cccc(C(F)(F)F)c1
 : 22.1, -27.8
#27 O=C(CCN1C(=O)C2CCCCC2C1=O)Nc1nc2c(F)cc(F)cc2s1 (stereo not given)
 : 1.4, 18.7
#28 c1ccc(CSc2cc3ccccc3[nH]2)cc1
 : -2.2, 13.6
#29 CCCn1nc2cc(C(=O)NCCc3cccs3)ccc2c1OCC
 : 12.8, 22.8
#30 O=C1CCCc2sc3c(c2N1)CCCCC3
 : -9.0, -1.9

Record cards, as listed above. Order of values: H9c2 TAG inh DAPI viability, H9c2 TAG inh
`O=C(Nc1ccc(N2CCOCC2)c(S(=O)(=O)Nc2ccc(Cl)cc2)c1)c1ccc(=O)[nH]n1` across the screens: -8.8, 9.6
`O=C(Nc1ccc(S(=O)(=O)NC2=NCCCCC2)cc1)c1ccc([N+](=O)[O-])s1` across the screens: -61.2, 92.6

Continued:
Values run as follows: H9c2 TAG inh DAPI viability, H9c2 TAG inh
#31 CCOC(=O)Cn1nc(-c2ccccc2)c2cnc3ccc(CC)cc3c21
 : 6.0, -9.9
#32 COc1ccc(C2/C=C\CN(C(=O)c3ccccc3)CC(=O)N2Cc2ccc(F)cc2)cc1 (stereo not given)
 : 1.3, 15.6
#33 CCOC(=O)C1CCN(C(=O)/C=C/c2ccc(S(=O)(=O)N3CCOCC3)cc2)CC1
 : -2.9, -14.7
#34 CC(C)N1CCN(Cc2cnc(-c3ccccc3)s2)CC1CCO (stereo not given)
 : 1.8, -4.6
#35 Cc1nc2ccccc2c2oc(C(=O)N3CCC(N4CCCCC4)CC3)cc12
 : -10.6, 13.0
#36 OCCC1CN(Cc2ccc3ncccc3c2)CCN1Cc1ccccc1 (stereo not given)
 : -1.6, -1.6
#37 Cc1ccc2ccccc2c1C(O)c1ncc(-c2cccc(F)c2)[nH]1 (stereo not given)
 : -14.3, 6.3
#38 CCN(CC)c1ccc(NC(=O)Cn2c(C(C)NC(=O)c3ccc(C)cc3)nc3ccccc32)cc1 (stereo not given)
 : 11.6, -0.5
#39 O=S(=O)(c1cccc(-c2nnco2)c1)N1CCCC1
 : -4.7, 3.3
#40 CCCNS(=O)(=O)c1cc(Br)cc2c1N(C(=O)CC)CC2
 : 17.9, -4.0
#41 Cc1nn(CC(=O)NCCCN2CCCC2=O)c(C)c1[N+](=O)[O-]
 : -0.3, -1.9
#42 Cc1[nH]c2ccccc2c1/C=C/c1cc[n+](C)cc1
 : 1.9, -68.4
#43 CCCN1CNc2c(c(=O)[nH]c(=S)n2CCc2ccccc2)C1
 : -2.8, -1.3
#44 O=C1C2C3C=CC(O3)C2C(=O)N1N=Cc1ccc2c(c1)OCO2 (stereo not given)
 : 10.3, -9.3
#45 O=C(OCc1ccc([N+](=O)[O-])cc1Cl)c1cnccn1
 : 2.7, -6.2
#46 Cn1c(SCC(=O)Nc2ccc(F)cc2F)nnc1-c1cccnc1
 : -5.9, 22.7
#47 Cc1nc(NC(=O)C23CCC(C)(C(=O)O2)C3(C)C)sc1C (stereo not given)
 : 1.7, -3.4
#48 Cc1occc1-c1nnc(SCC(=O)NC2CCCC2)n1-c1ccccc1
 : -5.9, -1.1
#49 CCCCNC(=O)c1ccccc1SCC(=O)NC1CCCCCCC1
 : -5.7, 2.2
#50 CCOC(=O)c1ccc(NC(=O)NC2=NCCS2)cc1
 : -29.9, 43.6
#51 Cc1ccc2c(c1)N(C(=O)CCC(=O)NCCCN1CC(C)CC(C)C1)CCO2 (stereo not given)
 : -4.7, -0.9
#52 Cc1ccc2c(CSc3nc4ccccc4c(=O)n3CCCO)cc(=O)oc2c1C
 : 4.0, -5.7
#53 CC(NC(=O)COC(=O)c1cc(=O)[nH]c2ccccc12)c1ccccc1 (stereo not given)
 : 4.0, 1.0
#54 CCOC(=O)N1CCN(/C=C(\C#N)c2nc3ccccc3s2)CC1
 : -1.4, -8.9
#55 O=C(COC(=O)/C=C/c1cccc(Br)c1)NCCC1=CCCCC1
 : 1.0, -1.3
#56 COc1cc(CNCc2ccccn2)ccc1OCc1ccccc1Cl
 : 21.1, -3.6
#57 CC1CC(C)CN(c2ccc(-n3cnnn3)cc2[N+](=O)[O-])C1 (stereo not given)
 : 6.7, 10.2
#58 CCN1CCOC(CC(=O)Nc2ccc([N+](=O)[O-])cc2)C1=O (stereo not given)
 : -21.4, 6.4
#59 CCOc1cc(/C=C2\SC(=S)N(N3CCOCC3)C2=O)ccc1O
 : -4.4, 5.7
#60 CC(C)(C)c1nnc(NC(=O)CCC2CCCCC2)s1
 : -3.8, -13.1

Quoted at random: five records from the list, in no set order.
Values run as follows: H9c2 TAG inh DAPI viability, H9c2 TAG inh
#42 Cc1[nH]c2ccccc2c1/C=C/c1cc[n+](C)cc1
 : 1.9, -68.4
#58 CCN1CCOC(CC(=O)Nc2ccc([N+](=O)[O-])cc2)C1=O (stereo not given)
 : -21.4, 6.4
#43 CCCN1CNc2c(c(=O)[nH]c(=S)n2CCc2ccccc2)C1
 : -2.8, -1.3
#36 OCCC1CN(Cc2ccc3ncccc3c2)CCN1Cc1ccccc1 (stereo not given)
 : -1.6, -1.6
#45 O=C(OCc1ccc([N+](=O)[O-])cc1Cl)c1cnccn1
 : 2.7, -6.2

(further entries)
Values run as follows: H9c2 TAG inh DAPI viability, H9c2 TAG inh
#61 CC(=O)c1c(COC(=O)c2ccccc2Cl)nc2ccccc2[n+]1[O-]
 : 0.5, -1.0
#62 N#Cc1sc2nc(-c3ccccc3)cc(C(F)(F)F)c2c1N
 : i, -19.6
#63 Cc1cnc(CNC(=O)c2ccc3nc([C@@H]4O[C@H](CO)[C@H](O)[C@H](O)[C@H]4O)[nH]c3c2)cn1
 : 8.4, 0.7
#64 O=C(Nc1cc(C(F)(F)F)ccc1N1CCCC1)C1=COCCO1
 : -1.6, 9.9
#65 CCOc1ccc(C2/C(=C(/O)c3ccc(OC)cc3)C(=O)C(=O)N2c2cc(C)on2)cc1OC (stereo not given)
 : 3.2, -21.1
#66 CCOP(=O)(OCC)C(C)(C)NC(=O)c1cc([N+](=O)[O-])cc([N+](=O)[O-])c1
 : 4.5, -2.7
#67 N#Cc1nc(-c2ccco2)oc1N1CCC(Cc2ccccc2)CC1
 : 5.2, -17.0
#68 O=C(CN1C(=O)CSc2ccccc21)N/N=C/c1ccco1
 : 2.9, -11.2
#69 O=C1CCC(CCc2nc3ccccc3[nH]2)(c2ccccc2)C(=O)N1 (stereo not given)
 : -3.6, -38.9
#70 Fc1ccc(-n2c(Cc3cccs3)n[nH]c2=S)cc1Cl
 : -5.4, 4.9
#71 Cc1ccnc(NS(=O)(=O)c2ccc(NC(=O)c3ccc(Br)o3)cc2)n1
 : 10.0, 4.7
#72 COc1c(C=O)c(CCN(C)C(=O)c2ccc(F)cc2)cc2c1OCO2
 : 5.1, -12.8
#73 COc1ccc(-c2nc(SC(C)C(=O)c3c(N)n(C)c(=O)n(C)c3=O)n[nH]2)cc1 (stereo not given)
 : -0.5, 1.7
#74 CCCn1c(SCC(=O)Nc2cc(S(=O)(=O)N3CCCCC3)ccc2C)n[nH]c1=O
 : 3.4, 9.3
#75 CN1CCN(C(=O)CCn2nc(-c3ccccc3)c3ccccc3c2=O)CC1
 : -7.2, 9.1
#76 CCN1C(=O)N[C@@H](c2ccco2)C(C(=O)OC)=C1C
 : 1.2, -5.9
#77 COC(=O)c1sc(NC(=O)CSc2nc3cccnc3n2C2CCCCC2)nc1C
 : -3.6, 1.4
#78 CC1(C)CC(=O)C=C(C(=O)N2CCCC(C(=O)c3cccc(C(F)(F)F)c3)C2)O1 (stereo not given)
 : 0.5, -14.0
#79 O=C(c1cc2ccccc2o1)N1CCCC1
 : -6.9, -10.1
#80 Cn1c(=O)c2c(O)cc(=O)n(-c3ccccc3)c2n(C)c1=O
 : -3.1, 0.2
#81 CC(C)Cc1cc(CNC(=O)C2CCC(=O)N(Cc3cccc(C(F)(F)F)c3)C2)on1 (stereo not given)
 : -5.5, -2.2
#82 CCn1cc(C(=O)NCc2ccco2)c(=O)c2cc(F)c(N3CCN(C(=O)c4ccco4)CC3)cc21
 : 6.1, 2.0
#83 Cn1c(SCC(=O)NC(=O)NCc2ccco2)nnc1-c1ccccc1
 : -5.0, 15.3
#84 O=C(COC(=O)CCc1ccc(S(=O)(=O)N2CCOCC2)cc1)Nc1ccc(Cl)cn1
 : -12.7, 9.6
#85 COc1cccc(C2=NN(C(=O)c3ccccc3)C(O)(C(F)(F)F)C2)c1 (stereo not given)
 : 3.5, 3.2
#86 O=c1[nH]c(N2CCCCC2)nc2c1CCCC2
 : -2.9, 6.8
#87 CC(=O)Nc1cccc(-c2ccnc3c2CC(C(=O)NCc2ccc(F)c(F)c2)O3)c1 (stereo not given)
 : -56.3, 60.1
#88 NNC(=O)c1nnn(-c2nonc2N)c1CN1CCCC1
 : -4.8, -6.9
#89 CC(=O)C1CCC2C3C=CC4=CC(=O)CCC4(C)C3CCC12C (stereo not given)
 : 10.0, -3.7
#90 Cc1ccc2c(CN3CCN(S(=O)(=O)c4ccc5c(c4)OCCO5)CC3)cc(=O)oc2c1C
 : -1.8, -1.2
#91 Cc1ccc(S(=O)(=O)N2[C@@H](c3ccc(Cl)c(Cl)c3)C(C(=O)O)=C[C@H]2C(C)(C)C)cc1
 : 12.3, -8.4
#92 Cc1cc(C)n2c(=O)c3ccc(Cl)cc3nc2c1C#N
 : 13.3, 7.2
#93 O=C(c1cccs1)N1CC=C(c2ccccc2)CC1
 : 3.7, -10.5
#94 COc1ccc(CC(=O)NNC(=S)NC(=O)c2cc(OC)c(OC)c(OC)c2)cc1
 : -13.6, 11.9
#95 COc1ccc(C(c2nnnn2CC2CCCO2)N2CCN(c3ccccc3)CC2)cc1 (stereo not given)
 : 10.4, 6.0
#96 Cc1cc2ccccn2c1C(=O)Nc1ccccc1
 : 43.2, -5.3
#97 O=C(NN1C(=O)C2C3c4ccccc4C(c4ccccc43)[C@@H]2C1=O)c1ccccc1 (stereo not given in full)
 : -10.2, 10.3

Look-ups from the results shown.
Entry for O=C(c1cccs1)N1CC=C(c2ccccc2)CC1 under H9c2 TAG inh DAPI viability: 3.7
Entry for Cc1cc(C)n2c(=O)c3ccc(Cl)cc3nc2c1C#N under H9c2 TAG inh DAPI viability: 13.3
Entry for O=C(NN1C(=O)C2C3c4ccccc4C(c4ccccc43)[C@@H]2C1=O)c1ccccc1 (stereo not given in full) under H9c2 TAG inh DAPI viability: -10.2
Entry for Cc1cc2ccccn2c1C(=O)Nc1ccccc1 under H9c2 TAG inh: -5.3

An excerpt, so the mix of outcomes need not match the whole.
